Cardiac RTF inh: cardiac RTF calcium desensitization; 0.12% of 340,000 active; inhibition, % at 7.15 µM; IANBD-labeled cardiac RTF, Ca2+ fluorescence; P19429+P45379;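 active means inhibition above the mean inhibition of all tested compounds plus 3 SD, cut at about 17% in these data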;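 further: assay run at fixed EC70 calcium of 1.6 mM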
HTR5A ag: activates human HTR5A in OPRM1-OPRD1 agonist counter-screen; P47898; HTR5A agonist assay, luminescence, cell-based; activation, % at 9.3 µM; 0.61% of 340,000 active; AID 504692; in the data active means activation mostly above about 9.5%, no sharp cut-off; inactive means mostly below about 7.6%;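 further: 0% = cells with vehicle only and 100% = reference agonist; strong numbers were not always called active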
Target sequence (P47898 whole entry, looked up): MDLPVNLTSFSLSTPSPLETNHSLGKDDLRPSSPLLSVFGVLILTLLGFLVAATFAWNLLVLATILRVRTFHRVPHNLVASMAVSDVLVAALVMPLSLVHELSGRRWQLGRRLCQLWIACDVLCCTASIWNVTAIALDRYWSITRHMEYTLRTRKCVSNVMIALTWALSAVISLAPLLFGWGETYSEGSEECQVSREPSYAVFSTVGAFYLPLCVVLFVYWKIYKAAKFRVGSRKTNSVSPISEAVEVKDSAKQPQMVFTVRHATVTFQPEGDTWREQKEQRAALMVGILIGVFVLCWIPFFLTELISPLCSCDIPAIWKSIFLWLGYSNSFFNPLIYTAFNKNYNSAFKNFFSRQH
V-ATPase pH: alters yeast V-ATPase proton transport. S. cerevisiae, pHLuorin cytosolic pH fluorescence. AID 504577. response, % at 10 µM. 0.37% of 350,000 active; in the data active means response mostly above about 7.3%, no sharp cut-off; inactive means mostly below about 5.4%; further: actives read high; inactives centre near 0; some compounds called inactive have numbers as strong as hits; reference of the scale not given here
OPRM1-OPRD1 ag: OPRM1-OPRD1 heterodimerization agonism; P35372+P41143; cells, luminescence; activation, % at 9.3 µM; 0.3% of 340,000 active; AID 504326; in the data active means activation above about 18%;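 further: 0% = vehicle-treated cells and 100% = reference agonist; values of inactives mirror those of a sister screen read the other way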
CAL PDZ FP: CAL PDZ (human) peptide binding inhibition; Q9HD26; inhibition, % at 24.9 µM; 0.92% of 300,000 active; purified CAL PDZ, TMR-peptide fluorescence polarization, 1 h;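 active means mean inhibition of at least 30% with at least half of replicates also reaching 30%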;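 further: 0% = DMSO neutral control and 100% = excess unlabeled competitor peptide PRC23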
Keap1-Nrf2 PPI: Keap1-Nrf2 (human) interaction inhibition. inhibition, % at 9.4 µM. 0.15% of 340,000 active. Keap1 Kelch-Nrf2 peptide fluorescence polarization, 1536-well; in the data active means inhibition above about 12%;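 further: human Keap1 Kelch domain with fluorescein labeled Nrf2 9mer peptide probe; 0% = neutral control wells and 100% = peptide positive control; higher means more block of Keap1 binding to Nrf2 peptide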
Target sequence (Q14145 whole entry, looked up, the tested form may be a part): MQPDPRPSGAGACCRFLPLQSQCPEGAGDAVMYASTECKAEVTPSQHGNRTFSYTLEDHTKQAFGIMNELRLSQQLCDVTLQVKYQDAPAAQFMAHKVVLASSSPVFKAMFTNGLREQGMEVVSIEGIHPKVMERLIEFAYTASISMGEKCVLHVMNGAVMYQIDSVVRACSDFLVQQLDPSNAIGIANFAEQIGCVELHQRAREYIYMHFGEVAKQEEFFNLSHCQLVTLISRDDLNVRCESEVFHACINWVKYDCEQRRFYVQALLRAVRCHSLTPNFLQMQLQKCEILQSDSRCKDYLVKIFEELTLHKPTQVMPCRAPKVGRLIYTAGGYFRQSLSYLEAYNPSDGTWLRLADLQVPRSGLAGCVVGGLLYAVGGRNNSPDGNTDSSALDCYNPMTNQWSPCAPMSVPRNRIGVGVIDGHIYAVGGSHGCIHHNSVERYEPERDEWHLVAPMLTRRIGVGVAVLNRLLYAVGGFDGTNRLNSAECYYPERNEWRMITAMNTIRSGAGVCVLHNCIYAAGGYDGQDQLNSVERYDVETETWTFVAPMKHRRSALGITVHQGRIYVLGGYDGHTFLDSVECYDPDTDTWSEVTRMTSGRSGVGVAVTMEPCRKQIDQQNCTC
HTR5A inv ctr: counter-screen for OPRM1-OPRD1 inverse agonists: human HTR5A inverse agonism; P47898; HTR5A cell line, luminescence; inhibition, % at 9.3 µM; 0.083% of 340,000 active; AID 504634; in the data active means inhibition mostly above about 23%, no sharp cut-off; inactive means mostly below about 18%;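 further: 0% = cells with DMSO and 100% = no-cell wells with DMSO; some compounds called inactive have numbers as strong as hits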
LANA DNA inh: blocks KSHV LANA C-terminal domain binding to DNA | inhibition, % at 9 µM | MBP-C-LANA/FAM-LBS DNA binding, fluorescence polarization | 0.078% of 340,000 active;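 active means highest replicate inhibition at or above 60% at 9 µM, even if other replicates fall short; inactive means all replicates below 60% inhibition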;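 further: 0% = neutral control wells and 100% = 4 µM acridine orange control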
OPRM1-OPRD1 inv: inverse agonists of human mu-delta opioid receptor heterodimerization. 0.21% of 340,000 active. inhibition, % at 9.3 µM. P35372+P41143. cell-based MOR-DOR heterodimer luminescence, inverse agonism; in the data active means inhibition above about 22%, passing the limit was not always enough;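 further: 0% = cells with DMSO and 100% = wells without cells with DMSO; values of inactives mirror those of a sister screen read the other way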
RTF Ca sens act: cardiac RTF calcium sensitization | 0.24% of 340,000 active | activation, % at 7.2 µM | IANBD-labeled TnC RTF fluorescence at EC20 calcium; 0% EC20 calcium, 100% full calcium;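 active means activation above the mean over all tested compounds plus 3 SD, cut at about 30% in these data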;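 further: rise in fluorescence read as greater calcium sensitivity of cardiac thin filaments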
An asterisk follows results filed as active. An unsorted share of the library; 2.8% or so of the library scored in one or more.

Results for Cc1cccc(NC(=S)NNC(=O)c2csc(C)c2)c1 ?
Cardiac RTF inh: -7; HTR5A ag: -5; V-ATPase pH: -1; OPRM1-OPRD1 ag: -4.0; CAL PDZ FP: -5; Keap1-Nrf2 PPI: -3; HTR5A inv ctr: 31; LANA DNA inh: -0.1; OPRM1-OPRD1 inv: 21; RTF Ca sens act: 0

Results for CC(=O)c1c(C)n([O-])c2ccc(C)cc2[n+]1=O ?
Cardiac RTF inh: -4; HTR5A ag: 9; V-ATPase pH: 3; OPRM1-OPRD1 ag: 0.7; CAL PDZ FP: 2; Keap1-Nrf2 PPI: 0; HTR5A inv ctr: 0; LANA DNA inh: 4.8; OPRM1-OPRD1 inv: -4; RTF Ca sens act: 4

Results for N=C1C(c2nc3ccccc3s2)=C(O)CN1NC(=O)c1c[nH]c2ccccc12 ?
Cardiac RTF inh: -10; HTR5A ag: 1; V-ATPase pH: 2; OPRM1-OPRD1 ag: 4.0; CAL PDZ FP: -1; Keap1-Nrf2 PPI: -6; HTR5A inv ctr: -4; LANA DNA inh: -0.4; OPRM1-OPRD1 inv: -25; RTF Ca sens act: 5

How did COc1cc(/C=C2\SC(=O)N(Cc3ccc(F)cc3)C2=O)cc([N+](=O)[O-])c1O do in these assays?
Cardiac RTF inh: -8; HTR5A ag: 1; V-ATPase pH: 2; OPRM1-OPRD1 ag: -0.2; CAL PDZ FP: -1; Keap1-Nrf2 PPI: -3; HTR5A inv ctr: -1; LANA DNA inh: -2.0; OPRM1-OPRD1 inv: 1; RTF Ca sens act: 9

How did COc1ccc(-n2c(SCC(=O)Nc3ccc(C(N)=O)cc3)nc3ccccc3c2=O)cc1OC do in these assays?
Cardiac RTF inh: -7; HTR5A ag: -1; V-ATPase pH: -1; OPRM1-OPRD1 ag: -1.1; CAL PDZ FP: -10; Keap1-Nrf2 PPI: 1; HTR5A inv ctr: 6; LANA DNA inh: -1.0; OPRM1-OPRD1 inv: 6; RTF Ca sens act: -6

What do the screens show for `CNC(=S)N/N=C/c1ccc(-c2cccc(C(=O)O)c2)o1`?
Cardiac RTF inh: 2; HTR5A ag: 3; V-ATPase pH: 3; OPRM1-OPRD1 ag: -3.6; CAL PDZ FP: -3; Keap1-Nrf2 PPI: 1; HTR5A inv ctr: -11; LANA DNA inh: 1.6; OPRM1-OPRD1 inv: 19; RTF Ca sens act: -1

Results for Nc1cc(=O)[nH]c(SCc2nnc(-c3ccccc3)o2)n1 ?
Cardiac RTF inh: -4; HTR5A ag: 0; V-ATPase pH: -2; OPRM1-OPRD1 ag: -2.8; CAL PDZ FP: -6; Keap1-Nrf2 PPI: 1; HTR5A inv ctr: -28; LANA DNA inh: 1.5; OPRM1-OPRD1 inv: 15; RTF Ca sens act: 1

How did O=C(CSCc1ccc(Cl)cc1)NCc1ccccn1 do in these assays?
Cardiac RTF inh: 0; HTR5A ag: -8; V-ATPase pH: 0; OPRM1-OPRD1 ag: -0.7; CAL PDZ FP: -3; Keap1-Nrf2 PPI: 1; HTR5A inv ctr: 20; LANA DNA inh: -1.0; OPRM1-OPRD1 inv: 3; RTF Ca sens act: -8

What do the screens show for `CCOc1ccccc1OCC(=O)OCC(=O)c1c(N)n(CC(C)C)c(=O)n(C)c1=O`?
Cardiac RTF inh: -4; HTR5A ag: 6; V-ATPase pH: 2; OPRM1-OPRD1 ag: -0.6; CAL PDZ FP: -3; Keap1-Nrf2 PPI: -4; HTR5A inv ctr: -16; LANA DNA inh: -0.5; OPRM1-OPRD1 inv: 2; RTF Ca sens act: -3

How did Cc1oc2c(cc(NS(=O)(=O)c3cccs3)c3ccccc32)c1C(=O)OC(C)C do in these assays?
Cardiac RTF inh: 7; HTR5A ag: 7; V-ATPase pH: -3; OPRM1-OPRD1 ag: 2.6; CAL PDZ FP: -2; Keap1-Nrf2 PPI: -2; HTR5A inv ctr: -1; LANA DNA inh: 1.5; OPRM1-OPRD1 inv: -15; RTF Ca sens act: -2

What do the screens show for `COc1cc(C(C(=O)NC2CCCC2)N(CCO)C(=O)Cn2nnc(-c3ccc(C)o3)n2)ccc1O` (configuration not stated)?
Cardiac RTF inh: 6; HTR5A ag: 11; V-ATPase pH: 3; OPRM1-OPRD1 ag: -2.1; CAL PDZ FP: -3; Keap1-Nrf2 PPI: 0; HTR5A inv ctr: -31; LANA DNA inh: -0.8; OPRM1-OPRD1 inv: 14; RTF Ca sens act: -6

Results for COc1cccc(CN2CCNC(=O)C2CC(=O)NCCn2ccc3ccccc32)c1OC (configuration not stated) ?
Cardiac RTF inh: 0; HTR5A ag: -1; V-ATPase pH: -1; OPRM1-OPRD1 ag: -1.4; CAL PDZ FP: 1; Keap1-Nrf2 PPI: -2; HTR5A inv ctr: 12; LANA DNA inh: -0.3; OPRM1-OPRD1 inv: 10; RTF Ca sens act: 0

Results for CC(=O)c1c(C)[nH]c(C(=O)CN2C(=O)NC(C)(CCC(C)C)C2=O)c1C (configuration not stated) ?
Cardiac RTF inh: 1; HTR5A ag: 1; V-ATPase pH: -4; OPRM1-OPRD1 ag: -2.5; Keap1-Nrf2 PPI: 2; HTR5A inv ctr: 19; LANA DNA inh: 0.2; OPRM1-OPRD1 inv: 12; RTF Ca sens act: 0

How did CC(C)CN(C(=O)COC(=O)c1ccccc1SCC(=O)N1CCCC1)C1CCS(=O)(=O)C1 (configuration not stated) do in these assays?
Cardiac RTF inh: -3; HTR5A ag: 2; V-ATPase pH: 1; OPRM1-OPRD1 ag: -3.3; CAL PDZ FP: 0; Keap1-Nrf2 PPI: -4; HTR5A inv ctr: -6; LANA DNA inh: 2.3; OPRM1-OPRD1 inv: 14; RTF Ca sens act: 2

Results for O=C1C2C3CCC(O3)C2C(=O)N1c1nccs1 (configuration not stated) ?
Cardiac RTF inh: -4; HTR5A ag: 1; V-ATPase pH: -1; OPRM1-OPRD1 ag: -2.8; CAL PDZ FP: -1; Keap1-Nrf2 PPI: 0; HTR5A inv ctr: -2; LANA DNA inh: -1.9; OPRM1-OPRD1 inv: 14; RTF Ca sens act: 8

What do the screens show for `CCS(=O)(=O)N1CCCC(C(=O)NCC2CCCO2)C1` (configuration not stated)?
Cardiac RTF inh: -6; HTR5A ag: 2; V-ATPase pH: -1; OPRM1-OPRD1 ag: -2.1; CAL PDZ FP: -1; Keap1-Nrf2 PPI: -4; HTR5A inv ctr: -12; LANA DNA inh: 1.5; OPRM1-OPRD1 inv: 12; RTF Ca sens act: -3

How did COC(=O)[C@]1(C)N[C@H](CN(C)C(=O)Nc2ccc(C)cc2)[C@@H]2C(=O)N(Cc3ccccc3)C(=O)[C@@H]21 do in these assays?
Cardiac RTF inh: 0; HTR5A ag: -4; V-ATPase pH: -2; OPRM1-OPRD1 ag: -0.3; CAL PDZ FP: -1; Keap1-Nrf2 PPI: 0; HTR5A inv ctr: 14; LANA DNA inh: 0.0; OPRM1-OPRD1 inv: 1; RTF Ca sens act: -7

What do the screens show for `Cc1ccc(C(C)c2c(C)c([N+](=O)[O-])cc(C)c2[N+](=O)[O-])cn1` (configuration not stated)?
Cardiac RTF inh: -4; HTR5A ag: 2; V-ATPase pH: -3; OPRM1-OPRD1 ag: -1.1; CAL PDZ FP: -7; Keap1-Nrf2 PPI: 5; HTR5A inv ctr: -7; LANA DNA inh: -0.4; OPRM1-OPRD1 inv: 5; RTF Ca sens act: 1

What do the screens show for `CC(=O)N/C(=N/c1nc(C)cc(C)n1)Nc1ccc(NC(C)=O)cc1`?
Cardiac RTF inh: -6; HTR5A ag: -2; V-ATPase pH: 2; OPRM1-OPRD1 ag: -0.7; CAL PDZ FP: -2; Keap1-Nrf2 PPI: -2; HTR5A inv ctr: 3; LANA DNA inh: -0.1; OPRM1-OPRD1 inv: 4; RTF Ca sens act: 2

Results for CCC(O)CNC(=O)NC(=C(Cl)Cl)c1ccc(C)c(F)c1 (configuration not stated) ?
Cardiac RTF inh: 6; HTR5A ag: -1; V-ATPase pH: 1; OPRM1-OPRD1 ag: -1.0; CAL PDZ FP: -2; Keap1-Nrf2 PPI: -2; HTR5A inv ctr: -31; LANA DNA inh: 0.6; OPRM1-OPRD1 inv: 6; RTF Ca sens act: 4

How did Cc1cccc(N2CCN(C(=O)Cn3cnc4c3c(=O)n(C)c(=O)n4C)CC2)c1C do in these assays?
Cardiac RTF inh: 0; V-ATPase pH: -6; CAL PDZ FP: 1; Keap1-Nrf2 PPI: 1; LANA DNA inh: 1.2; RTF Ca sens act: 0

Results for COc1ccc(-c2cc(C(F)(F)F)n3nc(C(=O)NCCCn4ccnc4)cc3n2)cc1 ?
Cardiac RTF inh: -4; HTR5A ag: -5; V-ATPase pH: 1; OPRM1-OPRD1 ag: -2.0; CAL PDZ FP: -2; Keap1-Nrf2 PPI: -1; HTR5A inv ctr: -23; LANA DNA inh: 1.7; OPRM1-OPRD1 inv: 11; RTF Ca sens act: -5

Results for CC(C)CCN(Cc1ccco1)S(=O)(=O)c1ccc(-c2ccc(=O)[nH]n2)s1 ?
Cardiac RTF inh: -10; HTR5A ag: -4; V-ATPase pH: 1; OPRM1-OPRD1 ag: 2.0; CAL PDZ FP: -1; Keap1-Nrf2 PPI: -1; HTR5A inv ctr: 14; LANA DNA inh: 0.0; OPRM1-OPRD1 inv: -10; RTF Ca sens act: -2

What do the screens show for `CCCC[C@H](CN[C@@H](CNC)[C@H](C)CC)NCCC12CCC(CC1)C2`?
Cardiac RTF inh: -3; HTR5A ag: -2; V-ATPase pH: -9; OPRM1-OPRD1 ag: 3.3; CAL PDZ FP: -1; Keap1-Nrf2 PPI: -1; HTR5A inv ctr: 4; LANA DNA inh: 1.6; OPRM1-OPRD1 inv: -18; RTF Ca sens act: -1

What do the screens show for `O=C(N/N=C/c1ccc(Cl)cc1)Nc1ccccc1`?
Cardiac RTF inh: -4; HTR5A ag: 1; V-ATPase pH: 1; OPRM1-OPRD1 ag: 15; CAL PDZ FP: 8; Keap1-Nrf2 PPI: -4; HTR5A inv ctr: -4; LANA DNA inh: 0.1; OPRM1-OPRD1 inv: -88; RTF Ca sens act: -1

Results for O=c1c2ccccc2nc(/C=C/c2cccc([N+](=O)[O-])c2)n1CCCO ?
Cardiac RTF inh: 8; HTR5A ag: -1; V-ATPase pH: -3; OPRM1-OPRD1 ag: -1.3; CAL PDZ FP: -1; Keap1-Nrf2 PPI: -1; HTR5A inv ctr: -7; LANA DNA inh: -0.5; OPRM1-OPRD1 inv: 8; RTF Ca sens act: -5

Results for CCn1cc(C(=O)OCC(=O)c2ccccc2)c(=O)c2ccc(C)nc21 ?
Cardiac RTF inh: -7; HTR5A ag: 0; V-ATPase pH: -1; OPRM1-OPRD1 ag: 0.4; CAL PDZ FP: -7; Keap1-Nrf2 PPI: 1; HTR5A inv ctr: 1; LANA DNA inh: -5.0; OPRM1-OPRD1 inv: -2; RTF Ca sens act: -1

What do the screens show for `CC(=O)NS(=O)(=O)c1ccc(NC(=O)COc2ccc(C(=O)c3ccccc3)cc2)cc1`?
Cardiac RTF inh: -5; HTR5A ag: -2; V-ATPase pH: -1; OPRM1-OPRD1 ag: -3.8; CAL PDZ FP: -3; Keap1-Nrf2 PPI: -2; HTR5A inv ctr: 16; LANA DNA inh: -1.7; OPRM1-OPRD1 inv: 19; RTF Ca sens act: 3

What do the screens show for `COc1cc(/C=N\NC(=O)CC(=O)NCCc2ccccc2)ccc1O`?
Cardiac RTF inh: -12; HTR5A ag: 0; V-ATPase pH: -2; OPRM1-OPRD1 ag: -0.1; CAL PDZ FP: -6; Keap1-Nrf2 PPI: -4; HTR5A inv ctr: 1; LANA DNA inh: -0.1; OPRM1-OPRD1 inv: 1; RTF Ca sens act: 29

Source: PubChem (several laboratories)
